Assay outcomes: PubChem, several laboratories
RGS4 inh – inhibitors of human RGS4. HEK293 M3R/RGS4 inducible, Fluo-4 calcium flux; active compounds read high; triggered by carbachol at its EC20. actives 0.45% (n = 310,000). B-score at 10 µM. P49798;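 active = B-score, a plate-corrected calcium signal, over three deviations above library mean, with baseline fluorescence within five deviations of library mean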;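 note: RGS4 expression induced by doxycycline in cells with stable M3 receptor; B-score is computed from the integrated fluorescence ratio over baseline after carbachol; higher B-score means a larger calcium signal and so more RGS4 inhibition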
Target sequence (P49798 whole entry, looked up): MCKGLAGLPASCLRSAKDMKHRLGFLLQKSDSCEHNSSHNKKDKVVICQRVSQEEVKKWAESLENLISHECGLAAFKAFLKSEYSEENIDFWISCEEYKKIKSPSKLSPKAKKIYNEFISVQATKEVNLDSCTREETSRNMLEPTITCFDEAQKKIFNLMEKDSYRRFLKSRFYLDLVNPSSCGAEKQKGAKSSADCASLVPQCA
MrgX1 PAM – allosterically activates human MrgX1 receptor signaling; B-score at 10 µM; actives 0.63% (n = 310,000); MrgX1-HEK293, Fluo-4 calcium flux, FDSS; active compounds read high;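 active = plate-corrected calcium response at least 3 library SD above typical, normal starting fluorescence, not activating the receptor alone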;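 note: compound read alongside a low EC10 to EC30 dose of BAM8-22 agonist; peak minus trough fluorescence over baseline measured at the second addition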
Target sequence (Q96LB2 whole entry, looked up): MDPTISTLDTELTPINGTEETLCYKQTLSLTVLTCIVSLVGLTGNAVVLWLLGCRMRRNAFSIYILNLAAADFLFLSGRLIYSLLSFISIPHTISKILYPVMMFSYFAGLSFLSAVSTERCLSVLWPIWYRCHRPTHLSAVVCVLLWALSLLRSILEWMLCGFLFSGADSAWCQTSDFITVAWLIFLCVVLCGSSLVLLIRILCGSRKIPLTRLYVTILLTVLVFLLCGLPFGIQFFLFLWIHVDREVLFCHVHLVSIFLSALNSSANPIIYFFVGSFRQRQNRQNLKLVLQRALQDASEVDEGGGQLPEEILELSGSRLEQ
MrgX1 antag – antagonists of human MrgX1 receptor; Q96LB2; MRGX1-HEK293 calcium flux, Fluo-4, BAM8-22 antagonism; active compounds read low; B-score at 10 µM; actives 1.3% (n = 310,000);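 active = calcium-response B-score plate-corrected more than 3 library SD below zero, starting fluorescence within 5 deviations, no agonist response on first addition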;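 note: peak minus trough fluorescence over baseline after final BAM8-22 challenge near maximal dose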
SKKanGAS inh – SKKanGAS growth inhibition | actives 1.3% (n = 300,000) | inhibition, % at 7.5 µM | S. pyogenes SKKanGAS, kanamycin growth, BacTiter-Glo, 6 h;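 active = mean replicate score, as percent of positive control median, at least 50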;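 note: strain carries kanamycin resistance gene driven by streptokinase promoter and grows in 40 µg/ml kanamycin; loss of luminescence reflects streptokinase promoter inhibition or plain growth inhibition; 0% = median of DMSO wells and 100% = positive control at its reference dose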
TRPC6 inh – mouse TRPC6 channel inhibition | actives 1.1% (n = 310,000) | HEK293-TRPC6, membrane potential dye, ACh-evoked depolarization; active compounds read low | B-score at 10 µM;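 active = B-score under library mean minus 3 SD, initial fluorescence not abnormally high, positive integrated signal ratio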;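 note: B-score derived from integrated fluorescence ratio over the kinetic read; more negative B-score means stronger inhibition of depolarization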
HDAC3 inhib – human HDAC3 inhibition. O15379. recombinant HDAC3, fluorogenic peptide/trypsin coupled, fluorescence. inhibition, % at 8.3 µM. actives 0.15% (n = 320,000). AID 2718; in the data active = inhibition above about 26%, passing the limit was not always enough
Target sequence (O15379 whole entry, looked up): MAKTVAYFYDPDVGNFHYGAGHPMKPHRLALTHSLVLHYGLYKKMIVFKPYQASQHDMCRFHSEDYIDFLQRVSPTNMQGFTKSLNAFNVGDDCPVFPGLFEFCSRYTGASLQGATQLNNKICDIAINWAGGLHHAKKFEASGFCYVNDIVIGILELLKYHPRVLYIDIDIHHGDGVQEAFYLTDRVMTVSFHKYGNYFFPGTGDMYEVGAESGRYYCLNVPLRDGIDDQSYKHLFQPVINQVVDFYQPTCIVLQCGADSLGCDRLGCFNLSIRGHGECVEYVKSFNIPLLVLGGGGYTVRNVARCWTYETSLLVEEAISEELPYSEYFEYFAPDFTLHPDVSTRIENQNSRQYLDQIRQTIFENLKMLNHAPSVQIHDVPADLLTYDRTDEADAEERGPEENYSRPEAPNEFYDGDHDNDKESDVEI
RGS4 pot – RGS4 potentiation or activation | HEK293 M3R/inducible RGS4, carbachol calcium flux Fluo4; active compounds read low | B-score at 10 µM | actives 0.92% (n = 310,000) | AID 463111;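 active = B-score of the integrated calcium signal more than 4 SD below the library mean, with starting fluorescence not abnormally high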;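 note: negative B-score means reduced calcium response which marks RGS4 activation or potentiation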
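test system = HEK293 cells with stable M3R and inducible RGS4 | schedule = recording 10 s baseline at 1 Hz, 100 s post-agonist | technique = Fluo4-AM (2 µM) calcium-flux fluorescence, kinetic read | measure = Agonist-evoked peak-minus-minimum fluorescence over baseline, integrated ratio, B score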
TMEM16A act – activates or potentiates the mouse TMEM16A chloride channel. actives 0.3% (n = 340,000). B-score at 10 µM. AID 623877. HEK293 TMEM16A/YFP-H148Q/I152L, iodide quench fluorescence; active compounds read low;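 active = fluorescence-ratio B-score plate-corrected deviation score at least 3 library SD below zero, with starting fluorescence score within 5 deviations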;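 note: channel opened by trigger with iodide after compound preincubation; score built on the fluorescence ratio of max minus min over baseline; more negative score means more quench and so TMEM16A activation or potentiation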
MrgX1 ag – human MrgX1 receptor agonism, primary screen; B-score at 10 µM; AID 588627; actives 0.44% (n = 310,000); MrgX1-HEK293 cells, Fluo-4 calcium fluorescence, agonist mode; active compounds read high;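 active = calcium response B-score plate-corrected fluorescence ratio at least 3 library SD, with starting fluorescence B-score inside 5 SD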
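Assay system: stable human MrgX1 HEK293 cell line. Quantity: 15,000 cells per well. Schedule: cells plated overnight, dye loaded 0.5 h 37 °C, 0.5 h room temperature. Detection: Fluo-4 NW calcium-flux fluorescence, kinetic read. Read-out basis: peak-minus-minimum fluorescence over baseline, converted to B scores. Control set: positive and negative control wells on each plate.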
TRPC6 act – activates the mouse TRPC6 cation channel; Q61143; HEK293-TRPC6 membrane potential dye fluorescence; active compounds read high; B-score at 10 µM; actives 0.13% (n = 310,000); AID 2550;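 active = B-score of the integrated fluorescence ratio above library mean plus 3 SD, and starting fluorescence ratio within library mean plus 5 SD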;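 note: higher score means more depolarization so channel activation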
TMEM16A inh – inhibitors of mouse TMEM16A calcium-activated chloride channel. AID 588511. actives 1.2% (n = 310,000). normalized B-score (activity score, 25-100; higher = stronger inhibition) at 10 µM. HEK293 TMEM16A/YFP iodide influx fluorescence, ionomycin. Q8BHY3;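 active = ratio plate-corrected score three or more library SD toward inhibition, starting fluorescence score within five deviations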;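 note: score derived from kinetic fluorescence span divided by baseline fluorescence per well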
* hit, by the source's call; i = inactive; / = not tested or not shown. Outcome played no part in choosing rows. About 6.7% of those tested had a hit in this group.

SMILES	RGS4 inh	MrgX1 PAM	MrgX1 antag	SKKanGAS inh	TRPC6 inh	HDAC3 inhib	RGS4 pot	TMEM16A act	MrgX1 ag	TRPC6 act	TMEM16A inh
CCCCN(CCCC)CCNC(=O)CN1C(=O)COc2ccc(S(=O)(=O)N3CCOCC3)cc21	i	i	i	-10	i	4	i	i	i	i	i
COC(=O)c1cn(C(=O)OC)c2ccccc12	i	i	i	1	i	-3	i	i	i	i	i
CCOC(=O)COc1c(OC)cc(Cl)cc1C1Nc2ccccc2C(=O)N1c1ccc(F)cc1 (centres undefined)	i	i	i	10	i	-10	i	i	i	i	i
Fc1cccc(CN(C2=NCCN2)c2c(Cl)cccc2Cl)c1	/	i	i	/	/	-4	/	i	i	/	i
Cc1c(-c2ccc(F)cc2)nc(N)c(C#N)c1-c1ccco1	i	i	i	1	i	-8	i	i	i	i	i
OCC1(CCc2ccccc2)CCN(Cc2cc(Cl)ccc2O)CC1	i	i	i	2	i	0	i	i	i	i	i
Cc1cccc(C(=O)N2CCCC(N3CCN(c4ccccc4F)CC3)C2)n1 (centres undefined)	i	i	i	-3	i	0	i	i	i	i	i
CC(=O)NCCn1c(SCC(=O)NCCC2=CCCCC2)nc2ccccc2c1=O	i	i	i	-7	i	1	i	i	i	i	i
FC(F)Sc1ccc(NC(=S)NC2CCCC2)cc1	i	6.8*	i	6	i	2	i	i	i	i	i
Cn1c(/C(C#N)=N/O)nc2ccccc21	i	i	i	-6	i	-4	i	i	i	i	i
O=C1CC2(CCCCC2)Oc2ccc(F)cc21	i	i	i	3	i	-2	i	i	i	i	i
CN1C(=O)C(=O)/C(=C(/O)c2ccccc2)C1c1ccc([N+](=O)[O-])cc1 (centres undefined)	i	i	i	7	i	3	i	i	i	i	i
CC(=O)Nc1ccc(NC2CCCCC2NS(=O)(=O)c2ccc(Cl)cc2)cc1 (centres undefined)	i	i	i	-1	i	-6	i	i	i	i	i
CC(=O)Nc1ccc(/C=C/C(=O)c2ccccc2)cc1	i	i	i	1	i	-4	i	/	i	i	i
O=C(Cn1cnc2ccccc2c1=O)Nc1ccc2c(c1)OCCO2	i	i	i	2	i	-1	i	i	i	i	i
CCC(=O)Nc1c(S(=O)(=O)c2ccc(C)cc2)c2nc3ccccc3nc2n1C(C)c1ccccc1 (centres undefined)	i	i	i	13	i	1	i	i	i	i	i
COc1ccc(CN2CCN(C(=O)Cn3nc(C)n4cccc4c3=O)CC2)c(OC)c1OC	i	i	i	-3	i	1	i	i	i	i	i
c1ccc(Nc2nnc(-c3cccnc3)s2)cc1	i	i	i	6	i	-1	i	i	i	i	i
COc1ccc(OC)c(/C=N/NC(=O)c2[nH]nc3c2CCc2ccccc2-3)c1	i	i	i	-17	i	-16	i	i	i	i	i
C/C(=N\O)C1CCCCC1	i	i	i	13	i	-4	i	/	i	i	i
CCOC(=O)C1=C(C)NC(=O)CC1c1ccccc1 (centres undefined)	i	i	i	-1	i	-2	i	i	i	i	i
CCOC(=O)C(NC(=O)Nc1ccc(Cl)cn1)(Oc1ccc(F)cc1)C(F)(F)F (centres undefined)	i	i	i	18	i	10	i	i	i	i	i
COc1cccc(NC(=O)C2CCN(S(=O)(=O)c3ccc4[nH]c(=O)ccc4c3)CC2)c1	i	i	i	-6	i	/	i	i	i	i	i
Cc1c(F)cccc1NS(=O)(=O)c1ccc2c(c1)NC(=O)CO2	i	i	i	-17	i	0	i	i	i	i	i
CC1(C)c2ccccc2-n2c1cc1oc(=O)cc(O)c1c2=O	i	i	i	96*	i	1	i	i	i	i	i
COc1ccc(NC(=O)CSc2ccc(C)cc2)cc1	i	i	i	2	i	12	i	i	i	i	i
COc1ccc(-c2ccc(-c3noc(C4CCCCC4)n3)c(OC)n2)cc1	i	i	i	26	i	-26	i	i	i	i	i
Cc1noc(C(=O)Nc2sc3c(c2C#N)CCC3)c1Cl	i	i	i	3	i	13	i	i	i	i	i
COC(=O)[C@@]12CCCN1[C@H](c1ccc(SC3CCCCC3)cc1)[C@H]1C(=O)N(C)C(=O)[C@H]12	/	i	i	/	/	11	/	i	i	/	i
CCCn1c(C(C)NC(C)=O)nc2ccccc21 (centres undefined)	i	i	i	-6	i	0	i	i	i	i	i
O=C(NNC(=S)Nc1cccc(C(F)(F)F)c1)c1ccccc1Cl	i	i	i	-5	i	7	i	i	i	i	25*
c1ccc(Oc2nc(N3CCOCC3)nc(N3CCOCC3)n2)cc1	i	i	i	-4	i	-3	i	i	i	i	i
N#CNC1=NCN(Cc2ccccc2)CN1	i	i	i	-1	i	1	i	i	i	i	i
Cc1csc(NC(=O)CCS(=O)(=O)c2ccc(Br)cc2)n1	i	i	i	8	i	-8	i	i	i	i	i
CCOC(=O)N1CCC(N2Cc3cccc(C(=O)Nc4ccccc4OC)c3C2=O)CC1	i	i	i	4	i	2	i	i	i	i	i
COc1ccc(/C=N/NC(=O)c2c(C)nc3ccccn23)cc1[N+](=O)[O-]	i	i	i	1	i	0	i	i	i	i	i
O=C(CSCc1cccc(Br)c1)N1CCOCC1	i	i	i	1	i	13	i	i	i	i	i
NC(=O)c1ccc(Oc2ccc(C(N)=O)cc2)cc1	i	i	i	-13	i	-11	i	i	i	i	i
CCc1ccc(S(=O)(=O)Nc2ccncc2)cc1	i	i	i	5	i	-8	i	i	i	i	i
CCOC(=O)C1CCCN(S(=O)(=O)c2ccc3c4c2CC(=O)N4CC(C)S3)C1 (centres undefined)	i	i	i	8	i	-1	i	i	i	i	i
CC(C)Cc1cc(C(=O)Nc2ccc(Br)cc2)no1	i	i	i	2	i	8	i	i	i	i	i
O=C1N=c2ccccc2=C1c1sc(=O)[nH]c1O	i	i	i	19	i	-1	i	i	i	i	i
CCC(=O)Nc1c(C(=O)N2CCN(c3ccccn3)CC2)cnn1-c1ccc(C)cc1	i	i	-7.5*	4	i	-1	i	i	i	i	i
O=C(Nc1ccc(F)cc1F)c1c(C(F)(F)F)ccnc1Oc1ccccc1	i	i	i	1	i	-3	i	i	i	i	i
CCOC(=O)c1sc(NC(=O)CSc2nc3c(cc2C#N)CCCCCC3)c(C#N)c1C	i	i	i	29	i	-16	i	i	i	i	100*
CCSc1nnc(NC(=O)C2CC(=O)N(Cc3ccc(C)cc3)C2)s1 (centres undefined)	i	i	i	18	i	-1	i	i	i	i	i
O=C(c1ccccc1)N1CCN(CC(O)COC2CCCCC2)CC1 (centres undefined)	i	i	i	7	i	0	i	i	i	i	i
COc1ccc(C(O)P(=O)(OCc2ccccc2)c2ccc(N(C)C)cc2)cc1 (centres undefined)	i	i	i	-2	i	/	i	i	i	i	i
CCOC(=O)C(CCC#N)(CCC#N)C(=O)OCC	i	i	i	-1	i	7	i	i	i	i	i
C/C=C(\C)C(=O)NCCN1C2=NC[C@@H](C)N2C[C@H]1Cc1ccc(O)cc1	i	i	i	2	i	11	i	i	i	i	i
CCOC(=O)CCNC(=O)N1CCCC(CCC(=O)N(C)CCc2ccccn2)C1 (centres undefined)	i	i	i	-5	i	0	i	i	i	i	i
CCOc1ccc(CC(=O)NNC(=O)NC2CCCCC2)cc1	i	i	i	3	i	-6	i	i	i	i	i
COc1cc(Br)cc2cc(C(=O)N3CCN(C(=O)c4ccco4)CC3)c(=O)oc12	i	i	i	-12	i	15	i	i	i	i	i
COc1ccc(CCNC(=O)c2ccc(Cl)cc2Cl)cc1OC	i	i	i	0	i	/	i	i	i	i	i
C/C(CC(=O)NC12CC3CC(CC(C3)C1)C2)=N\NC(=O)c1ccc(C)cc1	i	i	i	-3	i	0	i	i	i	i	i
Cc1cc(C)c2sc(N(CCCN(C)C)C(=O)CN3C(=O)c4ccccc4C3=O)nc2c1	i	i	i	3	i	12	i	i	i	i	i
Cc1ccc2nc(C(=O)O)c(C(=O)O)nc2c1	i	i	i	8	i	0	i	i	i	i	i
O=C(Nc1ccc2c(c1)nc1n2CCSC1)c1ccccc1	i	i	i	2	i	9	i	i	i	i	i
CCCNC(=O)Cn1nc(C(F)(F)F)cc1C	i	i	i	-2	i	1	i	i	i	i	i
CCOc1ccc2nc(NC(=O)CSc3nc4ccccc4c(=O)n3Cc3ccco3)sc2c1	i	i	i	13	i	8	i	i	i	i	i

Next structures follow:
SMILES	RGS4 inh	MrgX1 PAM	MrgX1 antag	SKKanGAS inh	TRPC6 inh	HDAC3 inhib	RGS4 pot	TMEM16A act	MrgX1 ag	TRPC6 act	TMEM16A inh
CCn1c(N2CCN(CC(=O)c3c(C)n(C)c4ccc(OC)cc34)CC2)nc2c1c(=O)[nH]c(=O)n2C	i	i	i	1	i	7	i	i	i	i	i
COC(=O)c1cc(S(=O)(=O)NCC2CCN(Cc3cccc(F)c3)CC2)c[nH]1	i	i	i	-6	i	-2	i	i	i	i	i
COc1cc(S(=O)(=O)N2CCN(C(=O)c3ccco3)CC2)ccc1Cl	i	i	i	-1	i	3	i	i	i	i	i
Cc1ccc(S(=O)(=O)N(C)Cc2ccc(C(=O)NN=C(CC(C)C)CC(C)C)cc2)cc1	i	i	i	7	i	/	i	i	i	i	i
O=C(Nc1sc2c(c1C(=O)NC1CC1)CCCCCC2)c1ccco1	i	i	i	-5	i	3	i	i	i	i	i
Cc1nc(NNC(=O)c2ccc([N+](=O)[O-])cc2)cc(-c2ccccc2)n1	i	i	i	-4	i	3	i	i	i	i	i
COc1ccc(OC)c(-c2cc(C3CCN(c4cc(Cl)nc(N)n4)CC3)[nH]n2)c1	i	i	i	24	i	-2	i	i	i	i	100*
CC(C)c1cc(-c2cc(-c3ccccc3)on2)nc(NC2CCCC2)n1	i	i	i	29	i	4	i	i	i	i	i
O=C1CCN(Cc2nnnn2CC2CCCO2)c2ccccc2N1 (centres undefined)	i	i	i	-11	i	-4	i	i	i	i	i
O=c1[nH]c(=O)c2ncc(-c3ccc(Cl)cc3)nc2[nH]1	i	i	i	16	i	6	i	/	i	i	i
COc1ccc(-n2nc(C(=O)NCC(=O)N3CCCCCC3)c3ccccc3c2=O)cc1Cl	i	i	i	3	i	7	i	i	i	i	i
